TGFb inhibitor: inhibitors of TGF-b signaling; Potency, µM (series often up to 46.1 µM), for the others: top-dose activity, negative = inhibition, actives largely listed as inhibitors; AID 588855; HepG2 CAGA-GFP TGF-b/SMAD3 reporter, GFP fluorescence, 18 h; TGF-beta stimulated, 500 pg/mL final; actives 1.2% (n = 410,000); note: potency is the fitted concentration of half-maximal effect; % is set by controls: 0 for no effect and ±100 for the full control effect; nearly all actives have a fitted effect of over 65% in size
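Inhibition was scored as loss of TGF-beta-induced (500 pg/mL final, 18 hours, 37 degrees C) GFP in HEPG2 cells carrying a CAGA-GFP reporter, in DMEM with 1% FBS. Well GFP was summed per cell; Activity was normalised to unstimulated and stimulated DMSO wells, then concentration-response fitting.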
S2 tox: cell viability loss in ATXN counter-screen; S2 cells (HEK-293 line with an ATXN2-luciferase reporter) viability, CellTiter-Fluor protease fluorescence, 24 h; Potency, µM (top dose mostly 56.7 µM), usual class: cytotoxic; actives 0.49% (n = 400,000); AID 651635; note: potency is the fitted concentration of half-maximal effect; nearly all actives have a fitted effect of over 40% in size
Nrf2 block: inhibitors of Nrf2 signaling; AID 504444; actives 2.1% (n = 360,000); Potency, µM (top dose mostly 46 µM), inactives show at the top dose activity change, negative = inhibition, hits mostly inhibitors; A549 ARE-Fluc reporter, luciferase luminescence, 18-24 h; note: potency is the fitted concentration of half-maximal effect; % is set by controls: 0 for no effect and ±100 for the full control effect; nearly all actives have a fitted effect of over 60% in size
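Two sequential reads on A549 ARE_Fluc cells exposed to compound for 18-24 h: a CellTiter-Fluor fluorescence read for viability, then a luciferase luminescence read for Nrf2/ARE activity.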
ATXN2 expr inh: ATXN2 expression inhibition. AID 1745845. actives 0.72% (n = 360,000). Potency, µM (top dose mostly 57 µM), without a hit: at the highest dose activity change, negative = inhibition, hits mostly inhibitors. HEK-293 ATXN2-luciferase reporter, luminescence, 24 h; note: potency is the fitted concentration of half-maximal effect; % is set by controls: 0 for no effect and ±100 for the full control effect; nearly all actives have a fitted effect of over 55% in size
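qHTS (up to 57 uM final) was run with 24 h compound exposure of reporter cells at 37 °C. Each well was multiplexed: SteadyGlo luminescence measured ATXN2-luciferase expression after a fluorogenic Gly-Phe-AFC viability readout (25 uM final).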
HepG2 tox: kills HepG2 cells in TGF-b inhibitor counter-screen; HepG2 CAGA-GFP viability, ATP luminescence, 18 h; Potency, µM (series often up to 46.1 µM), for inactives: at the top dose activity change, negative = cytotoxicity, hits mostly cytotoxic; actives 0.76% (n = 410,000); AID 588856; note: potency is the fitted concentration of half-maximal effect; some results filed as inactive show a strong effect at the top dose
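CellTiter-Glo luminescence gave cytotoxicity after 18 hours at 37 degrees C. The cells were HepG2 CAGA-GFP in 1% FBS DMEM, stimulated with 500 pg/mL TGF-beta after compound addition. %Activity was normalised to no-cell wells (complete cell-killing) and DMSO (no toxicity), and curves were fitted and classified.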
Nrf2 ARE act: Nrf2 pathway activation. AREc32 ARE-luciferase reporter (MCF7-derived line), luminescence, 24 h. Potency, µM (highest dose often 46.1 µM), without a hit: top-dose activation, usual class: activators. actives 0.31% (n = 410,000). AID 624171; note: potency is the fitted concentration of half-maximal effect; % of control where 0% means no effect; nearly all actives have a fitted effect of over 65% in size
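Cells of the AREc32 ARE-luciferase line are plated in OPTI-MEM containing 5% FBS and left overnight at 37 deg C. Compounds are pinned in, incubation continues 24 hr, and firefly luciferase signal is then measured.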
A549 viability: counter-screen for Nrf2 inhibitors: cytotoxicity in A549 cells | Potency, µM (doses to about 46 µM), for the others: at the top dose activity change, negative = cytotoxicity, usual class: inhibitors | A549 ARE-Fluc cells, CellTiter-Fluor viability, 18-24 h | AID 504648 | actives 0.16% (n = 390,000); note: potency is the fitted concentration of half-maximal effect; % is set by controls: 0 for no effect and ±100 for the full control effect
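A549 ARE_Fluc cells in 5% FBS OPTI-MEM were exposed to compounds in concentration-response for 18-24 h at 37 deg C. Viability was read by CellTiter-Fluor fluorescence (Ex 405/Em 525) after 30 min, before the luciferase read.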
IL-1B inflam inh: inflammasome signaling inhibition, IL-1 beta readout; THP-1 LPS/ATP IL-1B secretion, AlphaLISA, 16 h; stronger effect = lower value; activity change, % at 57.5 µM; actives 4.7% (n = 360,000); in the data active = activity change below about -50%; inconclusive = mostly about -30% to -49%; note: % is set by controls: 0 for no effect and ±100 for the full control effect
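THP-1 cells pretreated 1 hr with compounds (up to 57.5 uM final), then stimulated with LPS (250 ng/mL final) plus ATP (1.25 mM final); secreted IL-1B measured by AlphaLISA after 16 hr, decreased signal indicating inhibition.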
MCF10A rerep: induces DNA re-replication in MCF 10a normal breast cells; Potency, µM (top dose mostly 46.1 µM), inactives show top-dose activity, positive = re-replication, actives largely listed as activators; MCF 10A DNA re-replication, Hoechst nuclear intensity, 48 h; AID 624296; actives 2.9% (n = 350,000); note: potency is the fitted concentration of half-maximal effect; % of control where 0% means no effect; nearly all actives have a fitted effect of over 50% in size
The depositor's hits bear a star; i = inactive; ? = inconclusive; . = no result given; [ ] = dose if it differs, or a comment. Unless noted, calls come from the whole dose curve; as a rule, active = well fitted curve in the direction sought with a large enough effect; inconclusive = small, poorly fitted or top-dose-only effect, or another doubt; inactive = no such curve, though single readings can be large; an effect the other way counts as inactive or inconclusive.

SMILES | TGFb inhibitor | S2 tox | Nrf2 block | ATXN2 expr inh | HepG2 tox | Nrf2 ARE act | A549 viability | IL-1B inflam inh | MCF10A rerep
CCO[C@@H]1OC(C(=O)NCc2ccccc2)=C[C@H](c2cn(C(C)=O)c3ccccc23)[C@H]1CCCO | -6% | i | ? | -7% | -9% | -0.2% | 5% | -54* | -6%
CCOc1ccccc1N1CCN(C(=O)c2ccc(S(=O)(=O)Nc3ccccc3)cc2)CC1 | ? | i | ? | . | -28% | 5.5% | -13% | -8 | 15%
COc1ccc(C2CCCCCN2Cc2nc3ccccc3c(=O)n2CC(N)=O)cc1 (stereo unspecified) | 4% | i | 10% | 5% | -11% | 0.4% | ? | 3 | 8%
CCOc1ccccc1NC(=O)c1cccc(NC(=O)C2CCCC2)c1 | 2% | i | ? | -12% | -3% | 0.4%[9.22 µM] | 9% | ? | -3%
O=C(/C=C/NNC(=O)c1ccccc1)c1ccc(Br)cc1 | 0% | i | ? | ? | -91% | 3.9% | -13% | 81 | ?
CCCCN1C(N)=NC[C@@H]1CCCCN | 21% | i | 1% | 2% | 32% | 0.1% | -1% | 18 | 1%
Cn1c(=O)c2c(SCc3ccccn3)nc(C3CC3)nc2n(C)c1=O | -14% | i | 14% | 9% | 0% | 0.0% | 6% | -8 | 0%
COc1ccc(NC(=O)CSc2ccc3nc(-c4ccccc4)cn3n2)cc1OC | 9% | i | . | 20% | -3% | 0.8% | 4% | . | .
N#Cc1ccccc1Cn1c(SCC(=O)NCc2ccccc2)nc2ccccc21 | 0% | ? | . | -7% | 3% | -0.2% | 1% | . | .
O=C(c1ccc(F)cc1)C1CCN(C(=O)c2c(F)cccc2F)CC1 | -1% | i | -14% | -19% | -10% | -0.3% | 1% | -25 | 11%
Cc1ccc(-n2ncc3c(=O)[nH]c(SCC(=O)N4CC(=O)Nc5ccccc54)nc32)cc1 | 1% | i | 0% | -3% | -1% | -0.4% | 9% | 26 | 1%
Fc1ccc(-n2cc(-c3ccccc3)c3c(NN4CCOCC4)ncnc32)cc1 | -12% | i | -25% | -35% | -53% | 4.9% | -15% | -73* | ?
C[C@H](CO)N1C[C@H](C)[C@@H](CN(C)S(=O)(=O)c2cccs2)Oc2ccc(NC(=O)C3CC3)cc2C1=O | -6% | i | -1% | 1% | -9% | -0.4% | 2% | -4 | -1%
COc1ccc2cc3cc(C(=O)NCc4cccs4)oc3nc2c1 | -9% | i | ? | -17% | -10% | -0.5% | -6% | -54* | ?
Cc1nc(/C(N)=N/OC(=O)c2ccccc2Cl)c(C(F)(F)F)o1 | -12% | i | ? | 41%[activator] | -1% | 9.6% | 10% | 34 | 0%
CC1(c2cccc(N)c2)OCCO1 | -6% | i | . | . | -14% | 0.5% | . | -13 | .
CN(C)c1ccc(-c2ccccc2)nn1 | -5% | i | ? | -11% | -33% | -0.1% | -18% | -26 | 14%
O=c1[nH]c(=O)n(Cc2ccccc2)c2nc(-c3cccs3)n(CCO)c12 | -15% | i | 0% | 6% | -14% | -0.2% | -3% | 14 | ?
O=c1[nH]c(O)c(/C=C2\C=Nc3ccccc32)[nH]1 | 9% | ? | ? | 11% | 2% | 4µM* | ? | 16 | -10%
CC(C)(C)C1CCc2c(sc(NC(=O)c3cc(C4CC4)on3)c2C#N)C1 (stereo unspecified) | -3% | i | ? | -8% | -13% | -0.3% | ? | -22 | 7%

Single values from the list.
Under Nrf2 ARE act, `CN(C)c1ccc(-c2ccccc2)nn1` is entered as -0.1%
Under TGFb inhibitor, `Cc1nc(/C(N)=N/OC(=O)c2ccccc2Cl)c(C(F)(F)F)o1` is entered as -12%

Among those listed so far, three contain fluorine:
SMILES | TGFb inhibitor | S2 tox | Nrf2 block | ATXN2 expr inh | HepG2 tox | Nrf2 ARE act | A549 viability | IL-1B inflam inh | MCF10A rerep
O=C(c1ccc(F)cc1)C1CCN(C(=O)c2c(F)cccc2F)CC1 | -1% | i | -14% | -19% | -10% | -0.3% | 1% | -25 | 11%
Fc1ccc(-n2cc(-c3ccccc3)c3c(NN4CCOCC4)ncnc32)cc1 | -12% | i | -25% | -35% | -53% | 4.9% | -15% | -73* | ?
Cc1nc(/C(N)=N/OC(=O)c2ccccc2Cl)c(C(F)(F)F)o1 | -12% | i | ? | 41%[activator] | -1% | 9.6% | 10% | 34 | 0%

Later entries
SMILES | TGFb inhibitor | S2 tox | Nrf2 block | ATXN2 expr inh | HepG2 tox | Nrf2 ARE act | A549 viability | IL-1B inflam inh | MCF10A rerep
COCCCN1C(=O)C(CC(=O)NCCN2CCOCC2)CC(C(=O)N(C(C)C)C(C)C)=C1C (stereo unspecified) | -7% | i | . | 12% | -1% | 0.5% | . | 0 | .
CCNC(=S)NNc1nnc(-c2ccccc2)c(-c2ccccc2)n1 | 2% | i | 6% | -7% | -5% | 0.0%[9.22 µM] | 3% | -4 | -15%
CC(Oc1ccc(Br)cc1)C(=O)NNC(=O)CCN1CCN(c2ccccc2)CC1 (stereo unspecified) | -4% | i | 1% | 0% | -30% | -0.4% | -1% | -29 | 13%
Cc1ccc2cccc(NC(=S)NC(=O)c3ccn(C)n3)c2n1 | -27% | i | -1% | -11% | -29% | ? | -7%[1.84 µM] | 20 | 8%
COc1ccccc1NC(=O)C(C)Sc1nnnn1C (stereo unspecified) | -3% | i | 4% | 3% | -2% | -1.2% | 12% | 11 | 0%
COc1ccc2c(c1)c1c(c(=O)n(Cc3ccccc3)c(=O)n1Cc1ccccc1Cl)n2C | -5% | i | ? | 16% | 0% | -0.8% | 5% | . | .
Cc1ccc(S(=O)(=O)N(C)c2ccccc2C(=O)N2CCOCC2)cc1 | -5% | i | -1% | -8% | -12% | -0.9% | 5% | 1 | 5%
CC(C)n1cc(CN2CCC(C(=O)Nc3cccc(-c4cccc(Cl)c4)c3)CC2)cn1 | ? | i | 1% | ? | -95% | 0.3% | -18% | -25 | 18µM*
CC(C)(C(=O)c1ccccc1)/[N+]([O-])=C/c1ccc(F)cc1 | -3% | i | 8% | -13% | 14% | -0.7% | 3% | 0 | -5%
COc1ccc(-n2nc3cc(N)c(Br)cc3n2)cc1 | -26% | i | ? | 75%[activator] | -3% | 22% | -7% | 0 | 15%

Continued (3 carried over from the part before).
SMILES | TGFb inhibitor | S2 tox | Nrf2 block | ATXN2 expr inh | HepG2 tox | Nrf2 ARE act | A549 viability | IL-1B inflam inh | MCF10A rerep
CC(C)n1cc(CN2CCC(C(=O)Nc3cccc(-c4cccc(Cl)c4)c3)CC2)cn1 | ? | i | 1% | ? | -95% | 0.3% | -18% | -25 | 18µM*
CC(C)(C(=O)c1ccccc1)/[N+]([O-])=C/c1ccc(F)cc1 | -3% | i | 8% | -13% | 14% | -0.7% | 3% | 0 | -5%
COc1ccc(-n2nc3cc(N)c(Br)cc3n2)cc1 | -26% | i | ? | 75%[activator] | -3% | 22% | -7% | 0 | 15%
N=C1C(c2nc3ccccc3s2)=C(O)CN1C1CCCCC1 | 34% | i | 18% | . | 15% | 2.8% | 2% | -20 | 11%
COc1ccc(-c2cc3nc(C4CCN(C(=O)OC(C)(C)C)CC4)c(C(=O)Nc4cc(C)cc(C)c4)cn3n2)cc1 | 10% | i | 3% | 13% | 0% | -1.1% | 0% | . | .
CCOC(=O)C1CCCN(Cc2ccccc2OCC)C1 (stereo unspecified) | 21% | i | 5% | -10% | 3% | 0.2% | 0% | 0 | -6%
Cn1c(CC(=O)Nc2ccccc2)nnc1SCCOc1ccccc1 | -6% | i | . | 32% | -28% | 3.8% | -1% | -1 | -7%
CCS(=O)(=O)N1CCC(C(=O)NCCCN2CCCCCC2)CC1 | -12% | i | -4% | -11% | -3% | -0.5% | 11% | -2 | ?
COc1cc(C#CC#CCN2CCCCC2)ccc1O | 1% | ? | 9% | 71%[activator] | -36% | 10% | -27% | -22 | ?
COc1cc(OC)c2c(c1)OC(=O)CC2c1ccc(C)cc1 (stereo unspecified) | -6% | i | 19% | -16% | -20% | 1.1% | 0% | -12 | 2%
COc1ccc(CCNC(=O)C(C)SCc2ccccc2)cc1 (stereo unspecified) | -1% | i | ? | 1% | 0% | 0.0% | -10% | -6 | 1%
CSc1nnc(C)c(=O)n1COC(=O)COc1ccccc1F | -13% | i | ? | 2% | -23% | 0.2% | 1% | 0 | 2%
CCC1CC=CC2C1C(=O)N(Cc1ccccc1)C2c1ccc(C(F)(F)F)cc1 (stereo unspecified) | ? | . | -12% | . | -30% | . | 1% | . | .
NNc1nc2sc3c(c2c(=O)[nH]1)CCc1ccccc1-3 | ? | i | -10% | -6% | -1% | 4.8% | -2% | 13 | ?
Cc1c(NC(=O)c2cc(C3CC3)on2)c(=O)n(-c2ccccc2)n1C | -10% | i | 14% | 1% | -33% | -0.7% | -1% | 29 | -7%
CCOC(=O)C1CCN(C(=O)c2cc(C(C)(C)C)nn2Cc2ccccc2)CC1 | -26% | i | -13% | -7% | -63% | -0.2% | 1% | 26 | 3%
O=C(c1ccc(Cl)cc1)N1CCN(CCc2ccccn2)CC1 | -4% | i | 14% | -1% | -2% | -0.2% | 2% | -6 | 12%
CN1OC(CC(=O)O)N(c2ccc(Cl)cc2)C1=O (stereo unspecified) | 0% | i | -11% | 2% | 15% | 0.0% | -3% | 25 | 3%
CSc1cccc(NC(=S)NCCCO)c1 | -4% | i | 13% | 19% | -60% | -0.7% | 5% | 10 | 3%
Cc1ccc2c3c1C(=O)C(=O)N3C(C)(C)CC2C (stereo unspecified) | -8% | i | -4% | 2% | -32% | -0.6% | 6% | 16 | 26µM*
Cc1cc(C(=O)OCC(=O)NCCC(C)C)c2ccccc2n1 | 2% | i | -8% | -8% | -3% | 0.2% | 16% | 10 | 1%

Bioassay records: PubChem BioAssay, National Center for Advancing Translational Sciences (NCATS)
